WRN inhibitor – blocks human WRN helicase. 0.46% of 360,000 active. WRN helicase unwinding, fluorescent forked duplex, kinetic. AID 651768. Potency, µM (series often up to 114 µM), inactives show at the top dose activity change, negative = inhibition, actives largely listed as inhibitors; also: potency is read from the fitted curve at half-maximal effect; % is scaled to controls: 0 for no effect and ±100 for the full control effect; nearly all actives have a fitted effect of over 55% in size
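WRN at 20 nM final was preincubated with compound for 15 min at room temperature; reaction started with 100 nM forked duplex oligonucleotide carrying fluorophore and quencher plus 2 mM ATP (final). Unwinding followed kinetically by red fluorescence (ex 525/em 598 nm).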
D3 ag – activates the human D3 dopamine receptor. D3R DiscoveRx beta-arrestin cells, luminescence, 90 min. AID 652048. max activation, %. 0.58% of 410,000 active; in the data active = max activation above about 30%; also: 0% is about no effect; mostly tested at two doses, the higher about 12 µM
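Cells at 1500/well, incubated overnight, then treated with pinned compounds (dopamine as control) for 90 min at 37 degrees C. DiscoveRx reagent added for 30 - 60 minutes at room temperature; luminescence read.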
DRD3 antagonist – antagonists of human D3 dopamine receptor; P35462; D3R cells, DiscoveRx beta-arrestin luminescence, antagonist mode; stronger effect = lower value; max response, negative = inhibition, %; 2.5% of 360,000 active; AID 652054; in the data active = max response below about -50%; inconclusive = no clear call, values can overlap the other calls; also: % is scaled to controls: 0 for no effect and ±100 for the full control effect; mostly tested at two doses, the higher about 12 µM
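Cells expressing the human receptor were seeded at 1500 cells/well, incubated overnight at 37 degrees C in 5% CO2, then exposed to library compounds with dopamine controls for 90 minutes at 37 degrees C before luminescent detection.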
GLP-1R agonist – GLP-1 receptor (human) agonism; HEK293 GLP-1R CRE-luciferase, luminescence, 4-6 h; cells express a hypersensitive GLP-1R form; Potency, µM (titrated, usually from 45.6 µM), for inactives: at the top dose activation, actives largely listed as activators; 0.007% of 380,000 active; also: potency is read from the fitted curve at half-maximal effect; % of control where 0% means no effect
Target sequence (P43220 whole entry, looked up): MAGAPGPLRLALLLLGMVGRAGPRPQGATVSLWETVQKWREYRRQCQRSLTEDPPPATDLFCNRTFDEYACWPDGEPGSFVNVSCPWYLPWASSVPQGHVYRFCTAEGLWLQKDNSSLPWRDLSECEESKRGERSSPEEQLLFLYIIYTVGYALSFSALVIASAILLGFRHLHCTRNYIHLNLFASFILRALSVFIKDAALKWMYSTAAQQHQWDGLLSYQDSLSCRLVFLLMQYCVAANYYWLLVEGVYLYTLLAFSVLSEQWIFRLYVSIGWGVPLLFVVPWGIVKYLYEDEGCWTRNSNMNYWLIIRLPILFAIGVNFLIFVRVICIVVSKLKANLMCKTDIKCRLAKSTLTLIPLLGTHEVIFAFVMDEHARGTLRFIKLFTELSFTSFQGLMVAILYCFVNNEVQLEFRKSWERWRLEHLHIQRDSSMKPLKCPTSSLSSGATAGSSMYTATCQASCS
IL-2 act – IL-2 activation | IL-2 activation reporter assay, cell-based qHTS; stimulated with anti-CD3/CD4/CD28 beads; in transgenic mouse T cells | activation, % (series mostly up to about 46 µM) | 0.065% of 360,000 active | AID 652025; in the data active = activation above about 50%; inconclusive = mostly about 30% to 49%; also: 0% is about no effect
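Quantitative HTS in unstimulated transgenic mouse T cells, with memory T cells as non-tolerant control and PMA/ionomycin as tolerance-bypass control. Compound pretreatment lasted 60 minutes before 18 h bead stimulation; EGFP/DsRed fluorescence read.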
PI5P4Ka inh – PI5P4K alpha (human) kinase inhibition | PI5P4Kalpha enzyme, ADP-Glo luminescence, 60 min; stronger effect = lower value | max response, % | 1.2% of 330,000 active | AID 652105; active = max response of -50% or lower; inconclusive = between -30% and -50%; inactive = -30% or higher; also: value at the top dose of about 77 µM; % is scaled to controls: 0 for no effect and ±100 for the full control effect
Target sequence (P48426 whole entry, looked up): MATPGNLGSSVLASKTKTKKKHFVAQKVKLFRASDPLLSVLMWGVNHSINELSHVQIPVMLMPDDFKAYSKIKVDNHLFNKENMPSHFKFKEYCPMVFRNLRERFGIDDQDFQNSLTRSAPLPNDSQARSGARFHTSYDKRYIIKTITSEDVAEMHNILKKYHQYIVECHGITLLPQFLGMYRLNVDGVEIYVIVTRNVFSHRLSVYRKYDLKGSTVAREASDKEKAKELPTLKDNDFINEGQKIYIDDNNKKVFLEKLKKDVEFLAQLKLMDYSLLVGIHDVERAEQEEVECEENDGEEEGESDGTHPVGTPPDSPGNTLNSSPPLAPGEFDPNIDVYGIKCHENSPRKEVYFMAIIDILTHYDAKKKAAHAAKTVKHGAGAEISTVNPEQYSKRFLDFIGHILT
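ADP-Glo luminescence end-point read after a 60 min room-temperature kinase reaction of PI5P4Kalpha plus substrate, initiated with ATP at 5 microM final. Buffer: 0.038 M HEPES pH 7.4, EGTA, 0.1% CHAPS, 5% DMSO.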
HEK293 tox – cytotoxic in the GLP-1 receptor inverse agonist counter-screen; HEK293 cAMP-luciferase reporter cells, luminescence, 24 h; Potency, µM (series often up to 38.3 µM), for inactives: top-dose activity change, negative = inhibition, usual class: inhibitors; 0.13% of 410,000 active;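 also: loss of luciferase light is scored as toxicity; potency is read from the fitted curve at half-maximal effect; % is scaled to controls: 0 for no effect and ±100 for the full control effect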
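Luminescence readout: signal drop marks cytotoxicity. Plated cells grew 12 h at 37 °C, 5% CO2, received 23 nL compound for 24 h, then got luciferase reagent, read after 12 min at RT.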
PLK1 PBD inh – PLK1 (human) polo-box domain binding inhibition | Plk1 PBD binding of FITC phosphopeptide, fluorescence polarization | Potency, µM, for inactives: max response, negative = inhibition, most hits filed as inhibitors | 2.8% of 360,000 active; also: potency is read from the fitted curve at half-maximal effect; series mostly up to about 57 µM; % is scaled to controls: 0 for no effect and ±100 for the full control effect; nearly all actives have a fitted effect of over 65% in size
GLP-1R inv ag – inverse agonists of human GLP-1 receptor; AID 624417; HEK293 GLP-1R CRE-luciferase, luminescence, 24 h; GLP-1R form is constitutively active; 1.6% of 410,000 active; P43220; Potency, µM (doses to about 38.3 µM), for the others: at the top dose activity change, negative = inhibition, most hits filed as inhibitors; also: potency is read from the fitted curve at half-maximal effect; % is scaled to controls: 0 for no effect and ±100 for the full control effect; nearly all actives have a fitted effect of over 55% in size
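Readout was luciferase luminescence, measured 12 min after detection reagent at room temperature. Beforehand, GLP-1R reporter HEK293 cells had sat 12 h, then received compounds for 24 hr at 37 deg C.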
* hit, by the source's call; ? = inconclusive; nt = no result given; [ ] = another dose, or the depositor's remark. Unless noted, calls follow the shape of the dose curve; as a rule, active = well fitted curve in the direction sought with a large enough effect; inconclusive = small, poorly fitted or top-dose-only effect, or another doubt; inactive = no such curve, though single readings can be large; an effect the other way counts as inactive or inconclusive. Compounds as they come; 7.8% or so of the library scored in one or more.

SMILES | WRN inhibitor | D3 ag | DRD3 antagonist | GLP-1R agonist | IL-2 act | PI5P4Ka inh | HEK293 tox | PLK1 PBD inh | GLP-1R inv ag
CC(Sc1nnc(Cc2ccccc2)n1C)C(=O)NC1CC1 (stereo unspecified) | 0% | 1 | -10 | 1% | -0.5 | -5 | -7% | -2% | 15%
COC(=O)c1cnn2c(C(F)(F)F)cc(-c3ccccc3)nc12 | -12% | 12 | 39 | 0% | 0.5 | nt | 5% | -7% | 0%
O=P(c1ccccc1)(c1ccccc1)C(c1ccccn1)P(=O)(c1ccccc1)c1ccccc1 | -12% | 7 | 17 | -2% | 0.2 | 1 | -3% | -2% | -12%
CCOc1ccc(OCC)c(NC(=O)CSCC(=O)O)c1 | 4% | 1 | 1 | -7% | 0.5 | 2 | -5% | -5% | -1%
COCCCN1CC(=O)N2C(c3cccc(OC)c3)c3[nH]c4ccccc4c3C[C@H]2C1=O (stereo partly specified) | -11% | -6 | 0 | 6% | 0.2 | 0 | -8% | 0% | -25%
CCOC(=O)CCc1c(C)nc2c(-c3ccccc3)c(C)[nH]n2c1=O | nt | -14 | nt | -1% | nt | nt | -16% | nt | -18%
C[C@H]1CN([C@@H](C)CO)C(=O)c2cccc(NC(=O)C3CC3)c2O[C@H]1CN(C)CC1CCCCC1 | 0% | -10 | 13 | -3% | 1.3 | 2 | 9% | -3% | 7%
Cc1ccc(O)c(C(=O)CC(=O)c2ccc(Cl)cc2)c1 | -4% | -9 | ? | 3% | -1.7 | 7 | -5% | 1% | ?
CCn1nnc(NC(=O)c2c(OC)cccc2OC)n1 | -7% | 4 | 10 | -9% | 0.9 | 1 | -1% | -2% | 17%
CC(=O)COc1ccc2c(-c3ccccc3)cc(=O)oc2c1C | -14% | 4 | 8 | 3% | 0.0 | 1 | 0% | -5% | 9%
CCCCNC(=S)Nc1ccccc1F | 10% | 1 | 7 | 2% | -0.7 | 0 | -1% | -5% | 5%
COc1ccc(Cl)cc1C(=O)NCCCSc1ccccc1 | 1% | 2 | 9 | 20% | 1.9 | 7 | -1% | 1% | ?
CSCCC(NC(=O)c1ccccc1Cl)C(=O)NNC(=O)c1ccncc1 (stereo unspecified) | -2% | -11 | -13 | -5% | -1.7 | 10 | 2% | -7% | 9%
Cc1oc2c(CN3CCCCC3C)c(O)ccc2c(=O)c1-c1ccc(Br)cc1 (stereo unspecified) | -6% | -2 | 10 | 0% | -1.3 | 0 | 0% | 0% | -26%
O=C1[C@H]2[C@@H](c3ccc(F)cc3)N3C(=O)N(c4ccc(Br)cc4)C(=O)[C@@]3(Cc3ccccc3)[C@H]2C(=O)N1C1CCCCC1 | -5% | -8 | -1 | -1% | 0.8 | -6 | 0% | 3% | ?
O=C1CN(C(=O)COC(=O)C2=COCCO2)c2ccccc2N1 | 7% | -5 | 18 | -9% | -0.9 | nt | 0% | -7% | 0%
COc1ccccc1N(CC(=O)NC1CCCC1)C(=O)c1oc(C(C)(C)C)cc1C | -3% | -4 | -1 | 22% | -0.1 | 7 | -10% | -10% | ?
Cc1cccc(NC(=O)COc2ccc3oc4c(c3c2)CCCC4)c1 | nt | 1 | nt | 12% | nt | nt | 5% | nt | -8%
CCOC(=O)c1c(SCc2ccccc2)n[nH]c1N | 2% | -2 | -1 | 7% | 2.7 | 7 | 5% | -4% | 60%[activator]
O=C(C1CC1(c1ccccc1)c1ccccc1)N1CCOCC1 (stereo unspecified) | 14% | 4 | -1 | -2% | 3.0 | -3 | -2% | -6% | -10%
CCN1C[C@@H]2[C@@H]3C(=O)N(C)C(=O)[C@@H]3[C@](C)(C1=O)N2C(=O)c1ccc(C(C)(C)C)cc1 | -2% | 12 | -2 | 8% | 0.4 | -3 | -2% | -2% | 4%
COc1ccc(-c2nc(CS(=O)(=O)CC(=O)NCc3ccccc3OC)c(C)o2)cc1 | 3% | 1 | -15 | -2% | -1.8 | -6 | -7% | -10% | -3%
CCn1c(SCC(=O)N2CCCC2)nc2c1c(=O)n(C)c(=O)n2C | -4% | -20 | -24 | 28% | -1.0 | nt | 3% | -7% | 80%[activator]
COCCN(C(=O)Cc1cccs1)C(C(=O)NCc1ccc(OC)cc1)c1ccc(C(C)C)cc1 (stereo unspecified) | -18% | 23 | 15 | -5% | -2.7 | nt | -27% | -1% | ?
Cc1ccc(-c2cc(C(=O)NCc3ccc4c(c3)OCO4)no2)cc1 | -1% | -7 | -21 | -7% | -2.1 | nt | 7% | -7% | -2%
COC(=O)[C@@]1(Cc2ccccc2)[C@H]2C(=O)N(C)C(=O)[C@H]2[C@H]2CN=C(SCC3CC3)N21 | -3% | 1 | 10 | 1% | 0.1 | 0 | -9% | -11% | 34%[activator]
C=CCC1NS(=O)(=O)OC(CCc2ccccc2)C1O (stereo unspecified) | -2% | 6 | 0 | -1% | -0.8 | -12 | ? | 2% | -5%
COc1cc(OC)c(N(C)S(=O)(=O)c2cccc(C(=O)OCc3c(C)noc3C)c2)cc1Cl | -4% | 2 | 10 | 11% | -1.4 | 3 | 13% | -4% | ?
Cc1ccccc1C(=O)Nc1cccc(C(=O)N/N=C/c2ccccn2)c1 | -9%[57.1 µM] | -1 | -7 | 9% | 0.2 | 1 | 8% | 4% | -15%
COC(=O)/C=C1\SC(=Nc2ccc(Cl)c(Cl)c2)NC1=O | -5%[57.1 µM] | 1 | 1 | 5% | -0.1 | 9 | 7% | -25% | 45%[activator]
CCCNC(=O)C1(C)CCN1C(=O)Cc1ccc(C(C)C)cc1 (stereo unspecified) | 3% | 5 | 13 | 0% | -0.3 | 2 | 2% | 5% | -4%
CCNC(=O)CN1C(=O)NC2(CCOc3ccccc32)C1=O (stereo unspecified) | -5% | -17 | -2 | 5% | -0.6 | -7 | 10% | -16% | 15%
CCOc1cc(/C=C(/C#N)c2ccc(Cl)cc2)cc(Cl)c1OCC(=O)O | -20% | -13 | 2 | 8% | -0.8 | -8 | -12% | ? | ?
Cc1ccc2c(c1)sc[n+]2Cc1ccccc1 | 2%[11.6 µM] | -16 | ? | 16% | -3.1 | nt | 3% | 3µM* | -2%
CCCn1nc(C(=O)Nc2ccc(-n3cnnn3)cc2)c2ccccc2c1=O | -6% | -6 | 0 | 12% | -3.7 | 2 | 4% | -13% | 5%
COc1ccccc1OC(=O)Cc1cccc2ccccc12 | 2% | -4 | 1 | 1% | -1.4 | 4 | 0% | 4% | -16%
CCn1c(SCC(=O)N/N=C/c2c[nH]c3ccccc23)nnc1-c1ccc(C(C)(C)C)cc1 | -11% | 6 | 25 | 3% | -1.6 | 9 | -19% | -6% | ?
Nc1ccc2cc3[nH]c4cc(N)ccc4c3nc2c1 | 25µM* | -11 | -25 | -5% | 424* | -59* | nt | 2.4µM* | ?
Cc1cccc(N(O)C(=O)Nc2cccc(Cl)c2)c1 | -30% | -4 | -10 | -7% | 0.2 | 11 | -4% | -11% | 8%
COc1cc(C2c3c(oc4cc(C)c(C)cc4c3=O)C(=O)N2CCCN2CCOCC2)ccc1O (stereo unspecified) | nt | -2 | nt | 1% | nt | nt | -13% | nt | 13%

Molecules from the list above containing a tert-butyl group:
SMILES | WRN inhibitor | D3 ag | DRD3 antagonist | GLP-1R agonist | IL-2 act | PI5P4Ka inh | HEK293 tox | PLK1 PBD inh | GLP-1R inv ag
COc1ccccc1N(CC(=O)NC1CCCC1)C(=O)c1oc(C(C)(C)C)cc1C | -3% | -4 | -1 | 22% | -0.1 | 7 | -10% | -10% | ?
CCN1C[C@@H]2[C@@H]3C(=O)N(C)C(=O)[C@@H]3[C@](C)(C1=O)N2C(=O)c1ccc(C(C)(C)C)cc1 | -2% | 12 | -2 | 8% | 0.4 | -3 | -2% | -2% | 4%
CCn1c(SCC(=O)N/N=C/c2c[nH]c3ccccc23)nnc1-c1ccc(C(C)(C)C)cc1 | -11% | 6 | 25 | 3% | -1.6 | 9 | -19% | -6% | ?

Carrying on.
SMILES | WRN inhibitor | D3 ag | DRD3 antagonist | GLP-1R agonist | IL-2 act | PI5P4Ka inh | HEK293 tox | PLK1 PBD inh | GLP-1R inv ag
COc1cccc(C=C2Cc3ccccc3C2=O)c1 | -8% | 6 | 10 | 0% | 0.0 | 4 | 1% | -3% | 7%
COc1ccc(CCNC(=O)C(=O)c2cn(CC(=O)N3CCOCC3)c3ccccc23)cc1 | 1% | -10 | -12 | 14% | -1.9 | 3 | 1% | -11% | 1%
O=C1CCCN1CCNC(=S)Nc1ccccc1 | -3% | -15 | -23 | -3% | 2.6 | nt | 23% | -10% | 6%
CN1C2C=C(N(CCc3ccccc3)C(=O)c3ccc(Cl)cc3)CC1CC2 (stereo unspecified) | -4% | -4 | 0 | 4% | 1.8 | -3 | -23% | -4% | ?
O=C(NC1CCS(=O)(=O)C1)c1ccc(S(=O)(=O)NCC2CCCO2)cc1 (stereo unspecified) | -3% | 9 | -29 | -10% | -0.4 | 2 | -6% | -3% | 0%
COc1ccc(-c2c(C(F)(F)F)oc3c(CN4CCN(C)CC4)c(O)ccc3c2=O)cc1 | 0% | -12 | 15 | 8% | 2.2 | -4 | -9% | -8% | ?
Cc1ccc([C@@H]2[C@@H]3C(=O)N(C)C(=O)[C@@H]3[C@]3(C)C(=O)N(Cc4ccc(-c5ccccc5)cc4)CC(=O)N23)o1 | -29% | -13 | -20 | -5% | -0.1 | 0 | 5% | -16% | 9%
CC(=O)Nc1ccc(S(=O)(=O)n2nc(C)cc2C)cc1 | -24% | -4 | 0 | -4% | 0.8 | 1 | 0% | -5% | 6%
COc1cc(OC)cc(C(=O)N2CCN(Cc3ccc4c(c3)OCO4)CC2)c1 | 4% | -6 | -4 | -5% | 2.0 | 3 | 7% | 2% | -4%
O=c1oc(-c2ccco2)nc2sc3c(c12)CCCCC3 | -2% | -7 | -24 | 0% | -0.3 | 1 | 9%[7.66 µM] | -5% | 3%[7.66 µM]
O=C(c1ccc(N2CN(C(=O)c3ccco3)c3nc4ccccc4nc32)cc1)N1CCOCC1 | -5%[57.1 µM] | 12 | 18 | -2% | -1.8 | nt | 4% | 0% | 0%
CCOc1ccc(-n2nc(C(=O)NC3CCCCC3)c3ccccc3c2=O)cc1 | -3% | -13 | 13 | -1% | -2.3 | 0 | -8% | 0% | 16%
